# High-throughput results deposited in PubChem BioAssay by Sanford-Burnham Center for Chemical Genomics.
# SENP7 block: blocks the human protease SENP7; Q9BQF6; recombinant SENP7, Z-RLRGG-aminoluciferin luminescence, 40 min; inhibition, % at 5 µM; 1.5% of 330,000 active; AID 434973;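 active means inhibition above about 50% at the single test dose, limit read from the data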;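 further: plate controls were DMSO with enzyme for no effect and no enzyme buffer wells for full effect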
# PfGluPho inh: PfG6PD (Plasmodium falciparum) enzyme inhibition; inhibition, % at 20 µM; PfGluPho enzyme, NADPH resazurin-diaphorase fluorescence; AID 504690; 0.78% of 350,000 active;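 active means inhibition reaching at least a set limit at 20 µM in the primary screen, cut at about 59% in these data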;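 further: 0% = DMSO wells with substrate and 100% = DMSO wells lacking glucose-6-phosphate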
# SENP8 block-1: blocks human SENP8 cleavage of Nedd8 substrate | Q96LD8 | recombinant SENP8, Nedd8 substrate fluorescence | inhibition, % at 20 µM | 0.64% of 360,000 active | AID 602440; in the data active means inhibition mostly above about 40%, no sharp cut-off; inactive means mostly below about 27%
# SENP6 block: inhibitors of human SENP6 protease; Q9GZR1; Recombinant SENP6 catalytic domain, aminoluciferin luminescence; inhibition, % at 10 µM; 1.8% of 330,000 active;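 active means inhibition above about 50% at the single tested dose, limit read from the data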;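 further: plate controls were DMSO wells with enzyme for no effect and DMSO wells lacking enzyme for full effect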
# SENP8 block-2: blocks the human protease SENP8; purified SENP8, Z-RLRGG-aminoluciferin cleavage, luminescence; Q96LD8; inhibition, % at 10 µM; 1.2% of 330,000 active; AID 2540; in the data active means inhibition above about 50%
# NLRP3 yeast inh: inhibitors of NALP3 inflammasome in yeast; Yeast reconstituted NLRP3/ASC/caspase-1, beta-gal luminescence, 24 h; inhibition, % at 10 µM; 0.39% of 330,000 active; AID 2825;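 active means inhibition of 50% or more; inactive means inhibition below 50%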;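 further: plate controls were induced DMSO wells for no effect and uninduced yeast grown without galactose for full effect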
# Apaf1 inhib: blocks human Apaf-1 apoptosome activity | O14727 | reconstituted apoptosome caspase-3 activity, DEVD-Rh110 fluorescence | inhibition, % at 20 µM | 0.71% of 330,000 active | AID 489030; active means inhibition of at least 40% at 20 µM;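 further: plate controls were DMSO wells for no effect and DEVD-CHO caspase inhibitor wells for full effect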
# Target sequence (O14727 whole entry, looked up): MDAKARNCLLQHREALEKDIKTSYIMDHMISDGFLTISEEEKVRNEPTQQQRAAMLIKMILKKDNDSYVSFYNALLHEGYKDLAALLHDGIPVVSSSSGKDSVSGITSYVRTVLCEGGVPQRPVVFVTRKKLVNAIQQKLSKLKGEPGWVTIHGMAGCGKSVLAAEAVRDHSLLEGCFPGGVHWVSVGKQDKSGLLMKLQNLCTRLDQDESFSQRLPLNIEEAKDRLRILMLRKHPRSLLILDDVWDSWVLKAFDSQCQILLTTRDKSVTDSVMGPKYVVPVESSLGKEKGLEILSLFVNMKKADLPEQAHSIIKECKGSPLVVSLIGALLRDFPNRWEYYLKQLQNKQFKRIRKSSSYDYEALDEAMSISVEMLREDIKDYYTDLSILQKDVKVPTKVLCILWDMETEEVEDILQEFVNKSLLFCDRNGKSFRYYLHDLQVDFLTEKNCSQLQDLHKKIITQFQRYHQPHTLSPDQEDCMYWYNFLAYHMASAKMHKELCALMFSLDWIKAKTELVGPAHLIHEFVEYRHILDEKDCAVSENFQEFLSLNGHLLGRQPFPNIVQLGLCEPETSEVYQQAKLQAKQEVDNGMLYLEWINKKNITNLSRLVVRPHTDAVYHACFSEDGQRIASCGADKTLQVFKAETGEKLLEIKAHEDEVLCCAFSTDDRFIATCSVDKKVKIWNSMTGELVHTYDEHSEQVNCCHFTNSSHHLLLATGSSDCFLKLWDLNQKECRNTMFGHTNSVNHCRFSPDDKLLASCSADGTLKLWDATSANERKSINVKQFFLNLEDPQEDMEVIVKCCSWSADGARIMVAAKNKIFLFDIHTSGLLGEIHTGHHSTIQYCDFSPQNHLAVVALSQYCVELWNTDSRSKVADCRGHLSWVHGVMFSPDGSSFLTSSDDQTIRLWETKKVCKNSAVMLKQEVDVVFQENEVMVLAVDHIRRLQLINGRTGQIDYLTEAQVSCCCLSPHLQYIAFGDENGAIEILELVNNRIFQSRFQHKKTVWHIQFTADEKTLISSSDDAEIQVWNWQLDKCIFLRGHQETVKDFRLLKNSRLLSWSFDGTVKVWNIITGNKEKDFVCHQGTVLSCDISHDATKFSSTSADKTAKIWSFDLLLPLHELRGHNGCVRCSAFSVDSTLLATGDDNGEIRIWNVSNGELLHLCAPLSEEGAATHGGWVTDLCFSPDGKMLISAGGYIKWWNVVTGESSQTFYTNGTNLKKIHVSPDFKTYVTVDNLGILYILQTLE
#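 Assay system: Apoptosome proteins | Medium: pH 7.5 Hepes buffer with CHAPS, BSA, DTT | Also added: Cytochrome c and DEVD-Rh110 substrate | Times: 30 min plus 50 min, RT | Detection: Rhodamine 110 fluorescence at Ex 480/Em 540 nm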
# SENP1 inh: blocks the human SENP1 SUMO protease catalytic domain; 0.21% of 360,000 active; recombinant SENP1 catalytic domain, CyPet-SUMO1-YPet FRET cleavage; Q9P0U3; inhibition, % at 10 µM;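 active means inhibition at least 30% at 10 µM, raw YFP signal under a set limit, fluorescence ratio 0.5 to 1.5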;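 further: 0% = enzyme with DMSO and 100% = no enzyme wells; some results filed as inactive read as strong as hits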
#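 Controls: no-enzyme wells low, DMSO-plus-enzyme wells high control. Test system: human recombinant His6-tagged SENP1 catalytic domain enzyme. Reagent: SFCypet-SUMO1-SFYpet FRET protein substrate, 25 nM final. Doses: one dose per compound, 10 µM, 0.5% DMSO. Detection: FRET, CFP and YFP emission. Timing: 50 min reaction at room temperature.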
# HKDC1 inh: inhibitors of human hexokinase HKDC1; recombinant HKDC1, G6PDH/diaphorase resazurin coupled fluorescence; AID 493160; inhibition, % at 20 µM; 0.16% of 340,000 active; Q2TB90;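 active means inhibition above about 35% when tested at 20 µM, limit read from the data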;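 further: plate controls were DMSO wells with enzyme for no effect and DMSO wells lacking enzyme for full effect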
#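 Material – in-house recombinant HK5 (HKDC1) enzyme · Quantity – HKDC1 at 5 µg/mL · Buffer or medium – pH 8.0 Tris buffer with 10 mM MgCl2 · Reagent – glucose with 1 mM ATP · Dosing – single 20 µM dose · Times – reaction time 90 min, room temperature, protected from light · Technique – resorufin fluorescence at 613 nm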
# * marks the source's active call; other numbers are inactive results; i = inactive. Outcome played no part in choosing rows. Share with any hit: about 4.1%.
canonical_smiles,SENP7 block,PfGluPho inh,SENP8 block-1,SENP6 block,SENP8 block-2,NLRP3 yeast inh,Apaf1 inhib,SENP1 inh,HKDC1 inh
COc1ccc(OC)c(C2C(C(C)=O)=C(C)Nc3ncnn32)c1 (stereo not drawn),4.7,9.3,20.2,-0.9,7.2,3.9,0.2,0.4,-6.0
CCOC(=O)CCc1nc2ccccc2[nH]c1=O,2.2,4.2,-169.7,0.0,1.9,1.8,2.0,0.7,1.7
CC(=O)N1N=C(c2ccccc2O)CC1c1cccs1 (stereo not drawn),6.8,2.2,-104.3,-7.1,-5.1,-0.7,10.7,0.9,-2.5
O=c1c(C(c2ccc(F)cc2)c2c(O)nc3n(c2=O)CCCS3)c(O)nc2n1CCCS2,5.7,1.4,14.5,-1.3,4.3,4.4,-26.7,0.8,-5.8
O=C(CN1CCOCC1)Nc1scc2c1c(=O)oc1ccccc12,3.0,-2.7,-49.0,-7.1,6.0,15.6,-13.3,-0.7,2.0
CC1CCN(S(=O)(=O)c2ccc(Br)s2)CC1,14.9,-4.8,17.4,-8.0,-16.2,33.7,-1.1,2.0,-0.6
Cc1cccc(OCc2nnc(SC(C)C(=O)O)n2Cc2ccccc2)c1 (stereo not drawn),0.5,-9.2,5.3,3.2,-0.9,0.5,1.3,1.9,11.2
Cc1ccc(C(=O)c2c3ccc([N+](=O)[O-])cc3[n+]([O-])n2CCCN)cc1,-4.1,10.9,10.9,-2.4,1.4,37.7,16.6,-3.5,15.1
Cc1nn(-c2ccccc2)c(N2CCCC2)c1/C=N/Nc1ccc(S(N)(=O)=O)cc1[N+](=O)[O-],-5.9,14.3,47.6*,-22.7,0.6,7.9,23.5,3.6,-2.1
Nc1ccc(N=Nc2ccccc2O)c(N)c1,79.3*,2.0,39.9,82.9*,69.9*,41.7,14.1,5.7,17.3
Cc1ccsc1-c1nc(C(N)=O)c2[nH]c(=O)n(-c3ccc(Cl)cc3)c2n1,-4.3,-6.4,-393.7,2.4,9.0,5.6,4.2,-53.6,-2.1
O=C(O)c1cc(-c2ccc(/C=N/N3C(=O)C4C5C=CC(CC5)C4C3=O)o2)ccc1Cl (stereo not drawn),6.0,-33.6,-53.8,-6.4,4.1,10.3,-6.8,-3.7,19.0
CCN(CC)S(=O)(=O)c1cc(NC(=O)CCc2c(C)noc2C)ccc1C,7.4,-2.3,13.9,5.4,6.5,7.7,7.5,4.3,2.5
Cc1ccc(CCNC(=O)C2CCN(S(=O)(=O)c3ccc4c(c3)NC(=O)C(C)S4)CC2)cc1 (stereo not drawn),15.9,5.0,13.3,-5.9,-6.2,5.0,14.0,0.9,1.7
COc1ccc(C2CC(c3ccc(Cl)cc3)n3nc(N)nc3N2)cc1 (stereo not drawn),-1.2,8.7,-318.7,9.3,7.4,15.6,5.5,-8.5,-1.3
COc1cc(CC(=O)NCc2ccc3c(c2)OCO3)cc(OC)c1OC,-1.5,18.0,17.5,-8.8,-4.9,3.2,-3.5,3.6,1.1
O=C1CCCC2=C1C(c1ccncc1)n1c(nc3ccccc31)N2 (stereo not drawn),-1.4,-4.5,-392.3,-21.8,-9.6,4.8,-2.7,-5.8,-11.0
Cc1ccc(C)c2c1[nH]c1ccc([N+](=O)[O-])cc12,-2.2,6.8,-13.1,0.1,-9.3,12.4,0.0,-5.9,1.6
COc1cc(C(=O)Nc2nc3ccc4nc(C)sc4c3s2)cc(OC)c1OC,0.8,4.4,-276.7,-11.4,2.4,9.4,-9.9,-5.8,-8.0
C=CCNC(=O)CN1C(=O)NC(C)(c2ccc(OC)cc2)C1=O (stereo not drawn),8.4,15.4,5.8,-8.5,7.9,18.5,-2.7,-0.6,-6.8
CCS(=O)(=O)c1ccc(O)c(NC(=O)CCCC(=O)O)c1,5.8,8.1,20.3,0.8,-0.5,0.5,-7.6,0.1,-1.4
Cc1cccn2c(=O)c3cc(C(=O)N4CCCCC4C)sc3nc12 (stereo not drawn),11.0,0.8,i,-8.9,-1.5,26.9,9.9,-15.0,-1.1
Cc1cc(C)nc(NC(=O)C(c2ccccc2)c2ccccc2)c1,4.8,8.9,12.0,-8.1,-4.9,21.1,8.9,-1.4,4.0
Cc1ccc(Cl)c(OCC(=O)OC(C)C(=O)NC2CC2)c1 (stereo not drawn),4.8,-5.0,20.4,-5.3,7.0,14.7,-2.3,3.5,-3.6
COc1ccc(OCC(=O)NNC(=O)c2ccc(-c3ccccc3)cc2)cc1,-23.3,10.0,19.0,4.1,-9.3,4.2,10.6,-2.0,6.9
O=C(Nc1ccccc1)N1CCCN(c2ccc(C(F)(F)F)cc2[N+](=O)[O-])CC1,6.2,18.2,19.2,-9.3,-5.5,5.5,6.7,1.4,0.1
CCOC(=O)c1sc(=S)sc1SCc1cccc(C(F)(F)F)c1,-3.2,4.5,19.4,-20.0,-14.8,11.0,9.0,-1.3,-2.7
Cc1cc(N2CCCCC2)nc2ccccc12,-10.3,-2.2,-317.8,-12.4,-9.6,14.1,15.9,1.4,-3.3
CNC(=S)N/N=C/c1c(Cl)cccc1Cl,5.5,4.9,21.2,1.6,-0.1,11.3,-14.7,-0.5,-8.0
Cc1oc(CC(C)C)cc1C(=O)Nc1ccc(C(=O)O)cc1,0.1,-12.7,8.1,-4.1,-5.8,6.6,-0.1,0.8,-4.8

# Sorted by value in SENP7 block (lowest first): 3 of the compounds above.
SMILES	SENP7 block
Cc1ccc(C)c2c1[nH]c1ccc([N+](=O)[O-])cc12	-2.2
O=C(CN1CCOCC1)Nc1scc2c1c(=O)oc1ccccc12	3.0
O=C(O)c1cc(-c2ccc(/C=N/N3C(=O)C4C5C=CC(CC5)C4C3=O)o2)ccc1Cl (stereo not drawn)	6.0

# Following part
canonical_smiles,SENP7 block,PfGluPho inh,SENP8 block-1,SENP6 block,SENP8 block-2,NLRP3 yeast inh,Apaf1 inhib,SENP1 inh,HKDC1 inh
NCCCC[C@@H](C(=O)NCCCCCCCCCCC(=O)N1CCNCC1)n1cc(CCO)nn1,8.3,4.0,18.7,-7.3,-6.7,10.4,8.8,0.2,-5.8
O=C(CCC(=O)c1cccs1)OCC(=O)N1CCN(S(=O)(=O)c2ccccc2)CC1,0.6,-18.0,1.1,0.2,4.8,-6.4,9.6,1.6,-2.9
O=C(NCCCn1ccnc1)C(=O)NCc1ccccc1,7.5,-9.3,-0.7,-2.0,3.2,-4.5,-1.5,2.5,0.7
CCOc1ccc(NC(=O)c2ccc(CNc3c(N4CCCC4)c(=O)c3=O)cc2)cc1,1.0,1.0,28.6,-9.7,1.1,2.4,-25.8,2.7,-6.2
Cc1ccc(C(=O)N/C(=C\c2ccco2)C(=O)NCC2CCCO2)cc1C (stereo not drawn),-4.8,-5.1,-5.8,-8.3,-9.3,20.4,13.7,-7.5,-3.7
CCOc1ccc(CCNC(=O)COC(=O)c2cc(OC)cc(OC)c2)cc1OCC,1.9,0.6,0.0,-4.7,-4.4,4.6,-3.0,0.0,-4.3
O=C1CC(c2ccccc2)c2cc(O)ccc2O1 (stereo not drawn),-8.9,8.5,14.9,-3.6,-3.3,-1.3,-25.1,1.8,0.4
Cc1c(NC(=O)c2cc(=O)[nH]c3ccccc23)c(=O)n(-c2ccccc2)n1C,-1.8,-2.4,12.1,-12.2,-0.7,-18.2,-7.4,0.5,-6.1
COc1cccc(NC(=O)CCN2CCN(C)CC2)c1,-1.7,0.7,7.5,2.6,6.8,10.5,-29.4,1.4,-6.2
Cc1ccccc1CNC(=O)CCc1ccccc1,-8.1,6.8,3.3,-1.1,-3.1,19.9,2.5,-0.7,-10.9
O=C(O)c1sccc1Oc1ccc(NS(=O)(=O)c2ccc(Cl)cc2)cc1,6.7,-18.1,20.7,-28.3,1.4,-0.4,1.9,-1.0,0.9
CCN(CC)S(=O)(=O)c1ccc2c(c1)N(CC(=O)N(CCc1ccncc1)C(C)C)C(=O)CO2,-5.1,5.4,0.3,-15.7,-5.9,10.6,-2.2,1.4,-12.7
CCOc1cc(N2CCOCC2)c(OCC)cc1NC(=O)c1c(-c2ccccc2Cl)noc1C,10.1,28.6,7.3,-4.4,4.8,7.6,11.4,25.4,11.4
COC(=O)c1c(C)[nH]c(-c2csc(N)n2)c1C,-4.4,20.7,-13.4,-19.5,-0.3,7.1,0.6,-22.0,-8.2
CCCN1CCN(CCCNC(=S)Nc2ccc3nc(N4CCN(CC)CC4)cc(C)c3c2)CC1,-9.0,-0.1,-327.3,88.6*,-6.2,-10.6,4.2,-8.7,2.4
Cc1ccc2[nH]c(=O)c(CN(CCCN3CCOCC3)C(=O)Nc3cccc(Cl)c3)cc2c1,1.1,1.1,-35.5,-7.3,-4.4,8.1,7.2,1.0,-7.8
CC(=O)c1c(C)[nH]c(C(=O)CSc2nnc3ccccn23)c1C,-12.8,10.7,11.5,-17.2,-7.3,8.3,9.7,1.1,-10.8
Oc1ccc(/C=N/N2CCN(C3c4ccccc4-c4ccccc43)CC2)cc1,5.9,-17.9,19.7,-9.7,-1.9,6.7,-24.8,1.6,-7.0
C=CCN1CC2(c3ccccc3)CN(CC=C)CC(c3ccccc3)(C1)C2=O,1.5,6.8,15.0,7.9,-2.6,9.6,-12.7,1.5,4.0
CCCC1S/C(=N/N=C/c2ccc(OC)cc2)N(Cc2ccc(OC)cc2)C1=O (stereo not drawn),-0.8,15.5,33.5,3.2,0.8,8.8,2.8,1.1,9.9
C[C@H]1CC[C@]2(O[C@H](CCO)C[C@H](O)[C@H]2O)O1,-5.3,9.6,13.4,-2.5,3.4,14.1,-5.6,3.7,-5.1
CCOC(=O)C1CCN(c2c(NCCCN3CCCCC3)c(=O)c2=O)CC1,-0.8,-10.6,15.1,7.6,10.2,18.0,-1.2,4.4,-6.0
Cc1ccc(NC(=O)CN(C)C(=O)CCCN2C(=O)c3ccccc3C2=O)cc1,2.1,5.4,29.2,4.9,-3.9,17.6,4.3,1.7,0.8

# One compound at a time, from the list above.
# `Cc1ccccc1CNC(=O)CCc1ccccc1` is entered as SENP7 block: -8.1; PfGluPho inh: 6.8; SENP8 block-1: 3.3; SENP6 block: -1.1; SENP8 block-2: -3.1; NLRP3 yeast inh: 19.9; Apaf1 inhib: 2.5; SENP1 inh: -0.7; HKDC1 inh: -10.9
# `CCN(CC)S(=O)(=O)c1ccc2c(c1)N(CC(=O)N(CCc1ccncc1)C(C)C)C(=O)CO2` is entered as SENP7 block: -5.1; PfGluPho inh: 5.4; SENP8 block-1: 0.3; SENP6 block: -15.7; SENP8 block-2: -5.9; NLRP3 yeast inh: 10.6; Apaf1 inhib: -2.2; SENP1 inh: 1.4; HKDC1 inh: -12.7
